Source: PubChem BioAssay
EPAC2 agonist: qHTS for Agonist of cAMP-regulated guanine nucleotide exchange factor 4 (EPAC2): primary screen; Rap guanine nucleotide exchange factor 4 (Homo sapiens), Q8WZA2; EPAC2 activation, biochemical qHTS; response scale: 100% = 6.5 mM cAMP response; Potency, µM (highest dose often 154 µM), without a hit: at the highest dose activation, usual class: activators; actives 0.079% (n = 360,000); note: potency is the fitted concentration of half-maximal effect; nearly all actives have a fitted effect of over 50% in size
Target sequence (Q8WZA2 whole entry, looked up): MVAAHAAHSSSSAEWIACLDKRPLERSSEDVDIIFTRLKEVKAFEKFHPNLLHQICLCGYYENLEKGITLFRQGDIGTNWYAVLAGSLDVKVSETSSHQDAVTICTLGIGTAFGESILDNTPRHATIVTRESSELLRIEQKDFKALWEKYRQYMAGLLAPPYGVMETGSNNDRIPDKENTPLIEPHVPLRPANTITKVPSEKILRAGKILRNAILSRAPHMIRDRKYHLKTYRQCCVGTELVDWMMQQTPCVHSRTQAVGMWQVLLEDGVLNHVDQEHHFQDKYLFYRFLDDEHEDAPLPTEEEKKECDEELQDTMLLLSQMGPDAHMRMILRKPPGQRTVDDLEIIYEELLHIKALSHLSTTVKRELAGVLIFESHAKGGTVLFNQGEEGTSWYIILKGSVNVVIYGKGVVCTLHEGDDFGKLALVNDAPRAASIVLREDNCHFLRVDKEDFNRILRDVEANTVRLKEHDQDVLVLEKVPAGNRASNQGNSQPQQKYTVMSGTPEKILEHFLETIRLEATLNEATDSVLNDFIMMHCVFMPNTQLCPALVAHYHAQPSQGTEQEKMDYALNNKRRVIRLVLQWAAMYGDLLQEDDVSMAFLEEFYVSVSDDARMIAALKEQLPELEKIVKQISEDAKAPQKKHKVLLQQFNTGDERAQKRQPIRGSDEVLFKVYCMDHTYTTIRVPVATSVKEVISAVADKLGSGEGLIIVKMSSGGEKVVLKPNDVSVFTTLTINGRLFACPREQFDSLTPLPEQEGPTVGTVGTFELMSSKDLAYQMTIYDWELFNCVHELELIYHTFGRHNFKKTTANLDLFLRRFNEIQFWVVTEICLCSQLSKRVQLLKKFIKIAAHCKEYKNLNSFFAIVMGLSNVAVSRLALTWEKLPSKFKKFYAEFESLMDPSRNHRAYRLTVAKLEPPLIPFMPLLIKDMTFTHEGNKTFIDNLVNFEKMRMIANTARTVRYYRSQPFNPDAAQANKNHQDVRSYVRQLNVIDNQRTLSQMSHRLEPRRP
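Fluorescence exchange assay: 100 nM EPAC2 with 250 nM RAP1B-BODIPY-GDP and 50 uM GDP; compounds tested as a concentration-titration series (qHTS). Loss of Rap1-bound BODIPY-GDP fluorescence read at 480/540 nm; data normalized to 6.5 mM cAMP.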
aSyn rescue: qHTS of alpha-syn Inhibitors. Yeast expressing alpha-synuclein, growth rescue, BacTiter-Glo, 24 h. Potency, µM (titrated, usually from 46.1 µM), inactives show at the highest dose growth rescue (activation), actives largely listed as activators. actives 0.14% (n = 370,000); note: potency is the fitted concentration of half-maximal effect; % of control where 0% means no effect; nearly all actives have a fitted effect of over 65% in size
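Galactose-induced alpha-syn yeast (OD600=0.02, raffinose-pregrown) + pinned cpd, 24 hr, 30 deg C; growth by BacTiter-Glo luminescence. Growth restoration scores as activation.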
Abeta rescue: qHTS for compounds that reverse cellular toxicity of Amyloid beta (A-beta) peptide in yeast: Primary Screen; actives 0.063% (n = 410,000); Potency, µM (series often up to 46.1 µM), without a hit: at the highest dose growth rescue, most hits filed as activators; yeast expressing A-beta42, growth rescue, OD600, 48 h; response scale: 0% DMSO, 100% iron-clioquinol control; note: potency is the fitted concentration of half-maximal effect; nearly all actives have a fitted effect of over 55% in size
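Growth rescue measured by 600 nm absorbance after 48 h yeast culture at 30 C with compound. Values normalized between DMSO and an equimolar ferric chloride plus clioquinol control.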
EPAC2 antagonist: qHTS for Antagonist of cAMP-regulated guanine nucleotide exchange factor 2 (EPAC2): primary screen; EPAC2 GEF exchange of Rap1B-BODIPY-GDP, fluorescence; Potency, µM (top dose mostly 114 µM), inactives show top-dose activity, negative = inhibition, hits mostly inhibitors; actives 0.18% (n = 360,000); AID 720708, 2013; note: potency is the fitted concentration of half-maximal effect; % is set by controls: 0 for no effect and ±100 for the full control effect; nearly all actives have a fitted effect of over 45% in size; many of its hits are not listed in these tables
DRD3 agonist: qHTS of D3 Dopamine Receptor Agonist: qHTS; D(3) dopamine receptor (Homo sapiens), P35462; D3R DiscoveRx beta-arrestin cells, luminescence, 90 min; max activation, %; actives 0.58% (n = 410,000); in the data active = max activation above about 30%; note: 0% is about no effect; mostly tested at two doses, the higher about 12 µM
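Agonist mode: compounds and dopamine controls were applied to plated cells for 90 min at 37 degrees C after an overnight attachment at 1500 cells/well. Luminescent read-out followed 30 - 60 minutes at room temperature with DiscoveRx detection reagent.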
FUS yeast rescue: qHTS for Suppressors of FUS Proteinopathy: Primary screen using FUS-linked yeast assay. S. cerevisiae FUS-expressing, growth rescue, OD600, 24 h. Potency, µM (highest dose often 76.6 µM), for inactives: at the top dose growth rescue (activation), most hits filed as activators. actives 0.24% (n = 390,000). AID 1347120, 2019;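 note: potency is the fitted concentration of half-maximal effect; plate controls were DMSO vehicle for no effect and reference control for full effect; nearly all actives have a fitted effect of over 55% in size; some results filed as inactive show a strong effect at the top dose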
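Absorbance at 600 nm, taken 24hr after compound addition, measured rescue of FUS-yeast growth at 30C. Induction used 2% galactose with seeding at OD 0.005. Controls: CP55940 from 92uM final, DMSO only.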
TDP-43 yeast inh: qHTS of TDP-43 Inhibitors; TDP-43 expressing yeast growth rescue, BacTiter-Glo, 24 h; Potency, µM (top dose mostly 46.1 µM), without a hit: at the top dose growth rescue (activation), hits mostly activators; actives 1.8% (n = 410,000); AID 652104, 2013; note: potency is the fitted concentration of half-maximal effect; % of control where 0% means no effect; nearly all actives have a fitted effect of over 50% in size
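Yeast expressing TDP-43 (pregrown in raffinose, seeded at OD600=0.02 in galactose medium) exposed to compounds 24 hr at 30 deg C. Growth read by BacTiter-Glo luminescence; rescue of toxicity appears as increased signal.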
D3 antag: qHTS of D3 Dopamine Receptor Antagonist: qHTS; actives 2.5% (n = 360,000); D3R cells, DiscoveRx beta-arrestin luminescence, antagonist mode; active compounds read low; D(3) dopamine receptor (Homo sapiens), P35462; max response, negative = inhibition, %; in the data active = max response below about -50%; inconclusive = no clear call, values can overlap the other calls; note: % is set by controls: 0 for no effect and ±100 for the full control effect; mostly tested at two doses, the higher about 12 µM
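Cells expressing the human receptor were seeded at 1500 cells/well, incubated overnight at 37 degrees C in 5% CO2, then exposed to library compounds with dopamine controls for 90 minutes at 37 degrees C before luminescent detection.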
* = called active by the depositor; u = inconclusive; x = no result given; & = joins results of further samples; [ ] = remark or other dose. Unless noted, calls come from the whole dose curve; as a rule, active = well fitted curve in the direction sought with a large enough effect; inconclusive = small, poorly fitted or top-dose-only effect, or another doubt; inactive = no such curve, though single readings can be large; an effect the other way counts as inactive or inconclusive. Only part of the results is shown; the hit share may differ from the screen's.

SMILES | EPAC2 agonist | aSyn rescue | Abeta rescue | EPAC2 antagonist | DRD3 agonist | FUS yeast rescue | TDP-43 yeast inh | D3 antag
COc1ccc(NC2Oc3cc4c(cc3C(c3cc(OC)c(OC)c(OC)c3)C2C)OCO4)cc1 (stereo not given) | -5% | 0% | -1% | -23% | -11 | x | -23% | -8
CCCCn1c(O)c(C(CC)=NC(C)c2ccccc2)c(=O)[nH]c1=O (stereo not given) | 11% | 1% | -1% | -9% | 22 | 15% | -1% | 15
O=c1[nH]c(O)c(C=Nc2cccc(F)c2)c(=O)[nH]1 | 6% | -3% | 1% | 3% | 1 | -31% | 5% | -3
Cc1nn(CC(=O)N2CCC3(CC2)OCCO3)c(=O)c2cc3ccccc3n12 | -3% | -6% | 2% | 4% | 26 | -3% | 6% | 6
Cc1nc2cc([N+](=O)[O-])ccc2c(=O)n1-c1ccccc1[N+](=O)[O-] | 18% | 12% | 17% | 4% | -2 | 11% | 16µM* | u
COc1ccc2cc(C(=O)C3CCCN(C4CCOCC4)C3)ccc2c1 (stereo not given) | -7% | 1% | 2% | -4% | -21 | -7% | -17% | u
CC1(CCl)CN1S(=O)(=O)c1ccccc1 (stereo not given) | -1% | -1% | -1% | -3% | 0 | -16% | 9% | -5
COC(=O)C1=C(c2ccc(C(C)=O)cc2)C[C@@H]2CC[C@H]1N2C(=O)NCc1ccc(C(F)(F)F)cc1 | 7% | 3% | 0% | -25% | -1 | u | 13% | 3
COc1ccccc1CCNC(=O)CCC(=O)N1CC2C[C@@H](C1)Cn1c2cccc1=O | 8% | -7% | -19% | 19% | 5 | -10% | 11% | u
CNC(C(=O)c1ccccc1)C(OC)c1cccc([N+](=O)[O-])c1 (stereo not given) | 3% | -7% | -3% | -5% | -14 | 10% | -14% | -19
CN1CC(C(=O)c2cccs2)C(c2ccc(Cl)cc2)C1 (stereo not given) | 10% | 0% | -4% | -2% | -25 | 28% | -14% | -75*
Cc1ccc2scc(N3CCN(C)CC3)c(=O)c2c1 | x | 0% | -19% | x | 3 | -2% | -22% | x
Cc1cc(=O)oc2cc(OCC(=O)N3CCN(Cc4ccccc4)CC3)ccc12 | 3% | -4% | -2% | 2% | -2 | -10% | 7% | -19
CN(C)c1ccc(/C=C2/C(=O)NC(=O)N(CCc3ccc(F)cc3)C2=O)cc1 | 6% | 0% | -12% | 17%[57.1 µM] | 4 | 12% | -9% | 7
Cn1c(=O)cc(SCC(=O)N2CCC3(CC2)OCCO3)c2ccccc21 | 6% | -8% | 5% | 0% | -1 | 2% | -5% | -27
C=CCn1c(=O)c(C=Nc2c(OC)cccc2[N+](=O)[O-])c(O)n(CCCC)c1=O | -7% | -7% | 0% | 1% | 6 | 44% | -30%[inhibitor] | -4
CC(C)(Cl)[N+](=O)[O-] | 5% | u | -17% | -13% | 3 | -37% | 16% | 1
CC/C(=N\N1CCCCC1)c1c(O)[nH]c(=O)[nH]c1=O | 14% | -3% | -1% | 3% | -1 | -19% | 11% | 2
COc1ccc(OC)c(NP(=O)(Oc2ccccc2)Oc2ccccc2)c1 | 16% | 9% | -3% | u | -11 | 18% | 5% | 16
NCC1(c2ccc3c(c2)OCCO3)CCCC1 | 4% | 4% | 17% | 12% | -3 | -20% | 5% | 14
Oc1cc(Cl)ccc1Oc1ccc(Cl)cc1Cl | 23% | -68%[inhibitor] | -96%[inhibitor] | -28% | -12&7&4 | -17% | -95%[inhibitor] | -10
C[C@]12CC[C@H](O)CC1=CC(=O)C1C2CC[C@]2(C)C(=O)CCC12 (stereo not given in full) | 4% | 10% | -5% | 2% | 1 | -5% | 2% | 7
CCC(C)n1c(O)c(/C=N/NC(=O)c2ccncc2)c(=O)[nH]c1=S (stereo not given) | -1% | -2% | 2% | 1% | -6 | x | 12% | -5
CCOC(=O)C(O)(c1ccc(N(CC)S(=O)(=O)c2ccc(C)cc2)cc1)C(F)(F)F (stereo not given) | 9% | 13% | 14% | -26% | -20 | 42% | -9% | -29
O=C1CC2OCC=C3CN4CCC56c7cc([N+](=O)[O-])ccc7N1C5C2C3CC46 (stereo not given) | 6% | 8% | -1% | 10% | 3 | -13% | 4% | -7
Going on with the list.
SMILES | EPAC2 agonist | aSyn rescue | Abeta rescue | EPAC2 antagonist | DRD3 agonist | FUS yeast rescue | TDP-43 yeast inh | D3 antag
CC(=O)OC1CCC2(C)C(CC(=O)C3C2CCC2(C)C(OC(C)=O)CCC32)C1 (stereo not given) | 4% | 14% | 11% | -7% | 2 | x | 5% | 12
O=P(N1CC1)(N1CC1)N1CCc2ccccc21 | 6% | 1% | -2% | 1% | 5 | 2% | -8% | -16
O=c1c2ccccc2nc(/C=C\c2cccc(Br)c2)n1-c1ccc(O)cc1 | x | x | -7% | x | 4 | -5% | 16% | x
O=C(Cc1ccccc1)N1CCN(Cc2cccc(Cl)c2)CC1 | 5% | -1% | -12% | -4% | -10 | 11% | -26% | -16
C=C1C(O)[C@@H]2O[C@]3(CC[C@H](/C=C/C(C)[C@@H]4CC(C)=CC5(O[C@H](C[C@@](C)(O)C(=O)O)CCC5O)O4)O3)CC[C@H]2O[C@@H]1C(O)CC(C)[C@H]1OC2(CCCCO2)CCC1C (stereo not given in full) | 8% | -58%[inhibitor] | -63%[inhibitor] | 11% | -70 | 13% | -3% | -132*
CCn1cc(C(=O)NCc2ccccc2)c2ccccc21 | 7% | 13% | 20% | 0% | -8 | -6% | u | -7
O=C(O)c1cc2ccccc2oc1=O | 4% | 0% | 7% | 3% | 1 | -17% | 14% | 3
CC(=NCCc1ccccc1)c1c(O)[nH]c(=O)[nH]c1=O | 6% | -4% | -14% | 2% | -10 | 11% | -18% | -3
COc1ccc(Br)cc1C1SCC(=O)Nc2c1c(C)nn2-c1ccccc1C (stereo not given) | x | x | -21% | x | 0 | 25% | 5% | x
COc1cc(C(c2c(O)c3ccccc3oc2=O)c2c(C)n(C)n(-c3ccccc3)c2=O)ccc1OCC(=O)O (stereo not given) | x | x | -19% | x | -17 | 26% | 0% | x
S=C(NCCc1ccccc1)N1Cc2ccc(Br)cc2-n2nncc2C1 | 5% | u | u | -21% | -4 | -7% | 25µM* | -2
O=C1NC(=O)N(c2ccc(Cl)cc2)C(=O)/C1=C\c1ccc(Sc2nc3ccccc3[nH]2)o1 | 1% | -11% | -25% | -8% | -9 | 38% | -22% | -21
CCOP(=O)(OCC)C(O)c1ccc2c(c1)OCO2 (stereo not given) | 5% | -9% | -4% | 7% | 6 | -5% | 13% | 0
CC(=O)CC(C)(C)n1c[n+](C)nn1 | 2% | 2% | -4% | 20% | -17 | 5% | -14% | -25
CC(=NCC1CCCO1)c1c(O)n(-c2ccccc2)c(=O)[nH]c1=O (stereo not given) | 6% | -17% | -19% | 5%[57.1 µM] | -9 | 2% | -12% | -2
Nc1ccnn1C1CCNCC1 | 7% | 2% | -21% | 16% | 0 | 8% | 3% | 16
CCOc1ccc(-n2c(-c3cccs3)nc3ccccc3c2=O)cc1 | 11% | -4% | 0% | -15% | -1 | -28% | 1% | -5
CN(C)CC1CCCCC1OC(=O)Cc1ccc(Cl)c([N+](=O)[O-])c1 (stereo not given) | 0% | 2% | 3% | 8% | -4 | 14% | -5% | -11
COc1ccccc1OCCCn1cc(C(=O)C2CC2)c2ccccc21 | 11% | 1% | 12% | 0% | 7 | 23% | u | 1
O=[N+]([O-])c1ccc(NCCCN2CCOCC2)c2ncccc12 | 3% | 0% | -2% | -1% | -13 | -40% | 24% | -5
CCOC(=O)[C@]12Cc3cc(Cl)ccc3[C@H]1N(C1CCCCC1)C(=O)c1cc(OC)ccc12 | 8% | -55%[inhibitor] | -92%[inhibitor] | u | -13 | u | -91%[inhibitor] | -123*
CC1OC(OC2CC(O)C3(CO)C4C(O)CC5(C)C(C6=CC(=O)OC6)CCC5(O)C4CCC3(O)C2)C(O)C(O)C1O (stereo not given) | 4% | 1% | 2% | 4% | 3 | -28% | 5% | 20
COC(=O)C1=C(c2cccc(OC)c2OC)C[C@@H]2CC[C@H]1N2C | -1% | -2% | -2% | 6% | 3 | -22% | 39% | -8
CNC(=O)Oc1cccc2c1OC(C)(C)O2 | 3% | 5% | -1% | 1% | -3 | -23% | -13% | -2
CCN1CCN(c2ccc(NC(=O)C(C)C)cc2Cl)CC1 | -84%[inhibitor][15.6 µM] | -3% | 3% | 11% | -1 | -13% | -1% | -14
Cc1cc(OCc2nn[nH]n2)c2c3c(c(=O)oc2c1)CCC3 | 2% | 1% | 5% | 7% | -1 | 3% | 0% | -18
C(=N\NC1=NCCCCC1)/c1c[nH]c2ccccc12 | 5% | -6% | -9% | -9% | -43 | 23% | -20% | 2
CCOC(=O)[C@]12Cc3c(cc(OC)c(OC)c3OC)[C@H]1N(C(C)C)C(=O)c1cc(OC)ccc12 | 3% | 3% | -20% | 3% | 0 | 11% | -31%[inhibitor] | 2
CSc1nc(N2CCN(C)CC2)c2ccccc2n1 | 2% | -11% | -8% | -3% | -10 | -14% | -4% | -16
